Screens deposited in PubChem BioAssay by several laboratories.
HSP90 inh: HSP90 refolding inhibition in rabbit reticulocyte lysate | luciferase refolding luminescence, 3 h | inhibition, % at 5.6 µM | 290,000 compounds, 0.91% hits | AID 1789;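 active means inhibition above the screen-wide mean plus 3 SD, computed separately per campaign, cut at about 16% in these data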;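 further: 0% = DMSO wells and 100% = 60 µM geldanamycin wells; inhibitors lower the luminescence because luciferase stays unfolded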
GSK3beta inhib: human GSK3beta kinase inhibition; AID 2097; 300,000 compounds, 0.038% hits; activity score (negative = inhibition), % at 10 µM; GST-GSK3beta kinase, ADP-Glo luminescence, 60 min; hits give low values;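 active means more than half of replicate wells score below -50%, meaning over 50% inhibition versus plate controls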;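 further: 0% = median DMSO wells and -100% = median GW8510 positive control wells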
Target sequence (P49841 whole entry, looked up): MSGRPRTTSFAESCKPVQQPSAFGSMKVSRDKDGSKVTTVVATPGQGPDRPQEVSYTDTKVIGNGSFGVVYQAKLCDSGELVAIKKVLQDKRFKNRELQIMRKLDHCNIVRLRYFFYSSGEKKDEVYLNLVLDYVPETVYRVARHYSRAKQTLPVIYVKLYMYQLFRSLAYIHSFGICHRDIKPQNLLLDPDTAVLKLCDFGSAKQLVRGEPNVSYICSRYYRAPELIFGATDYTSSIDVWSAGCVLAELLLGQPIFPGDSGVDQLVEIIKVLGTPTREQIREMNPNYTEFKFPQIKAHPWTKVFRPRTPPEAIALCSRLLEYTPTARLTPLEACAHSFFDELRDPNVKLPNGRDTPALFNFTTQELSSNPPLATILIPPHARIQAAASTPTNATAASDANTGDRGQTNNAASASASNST
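test system = GST-tagged human GSK3beta kinase, cell-free | reagent = 25 µM ATP with peptide substrate | dosing = one dose of 10 µM per compound | schedule = 60 min reaction, RT | detection = luminescent ADP-Glo measurement of ADP formed | control set = DMSO neutral wells and GW8510 at 20 µM as positive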
AI-2 QS modul: modulates the Vibrio harveyi AI-2 quorum sensing system | 300,000 compounds, 0.4% hits | activity change, % at 7.5 µM | Vibrio harveyi JMH597 AI-2 luminescence/OD600 ratio, 9 h; hits give low values; strain lacks LuxN and CqsS sensors; 0 = neutral-control median; in the data active means activity change below about -75%, passing the limit was not always enough;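 further: luminescence divided by OD600 gain over 9 h not by final OD600 alone; inactives centre near 13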
PolyA inhibitor: blocks polyadenylation in yeast reporter cells. S. cerevisiae SKY197-pL101 polyadenylation reporter, beta-gal luminescence; efflux-impaired pdr1/pdr3 knockout yeast; score 100 = 6 SD above DMSO. 300,000 compounds, 0.02% hits. calls only at 12 µM. AID 1875;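 active means lowest replicate activity score at least 50, where 100 means six control SD above control mean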;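 further: yeast exposed to compound for 9 h at 30 °C; higher score means more reporter readthrough which indicates perturbed polyadenylation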
IEC-6 tox: counter-screen for KLF5 inhibitors: cytotoxicity in IEC-6 cells; 290,000 compounds, 0.78% hits; IEC-6 cytotoxicity, luminescence viability; AID 1825; inhibition, % at 5 µM; in the data active means inhibition above about 22%;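 further: 0% = plate median of test compound wells and 100% = cytotoxic reference compound wells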
HSF1 activator: increases HSF-1 driven luciferase reporter signal; NIH3T3-HGL HSF-1 luciferase reporter, MG132, 8 h; 100% = twice DMSO control signal; activation, % at 9 µM; 300,000 compounds, 1.7% hits; AID 504408;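 active means mean replicate activation of at least 50% with a set share of replicates each reaching 50%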;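 further: 0% = median of the neutral control wells and 100% = twice that signal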
HSF1 inhib: HSF1 inhibition. NIH3T3-HGL HSE-luciferase, MG132-induced, luminescence 8 h; hits give low values. activity change, negative = inhibition, % at 7.5 µM (by protocol). 300,000 compounds, 0.77% hits;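 active means more than half of replicate wells show activity change below -50%, luminescence cut by over half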;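 further: luciferase reports HSF-1 transcriptional activity via heat shock element; 0% = median of DMSO wells and -100% = zero luminescence signal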
GSK3A inh: blocks human GSK-3 alpha kinase; ADP-Glo luminescence, 60 min; inhibition, % at 10 µM; 320,000 compounds, 0.1% hits;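 in the data active means inhibition above about 50%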;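 further: GST-tagged GSK-3 alpha with peptide substrate and 25 µM ATP; 0% = DMSO neutral wells and 100% = GW8510 positive control wells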
Target sequence (P49840 whole entry, looked up): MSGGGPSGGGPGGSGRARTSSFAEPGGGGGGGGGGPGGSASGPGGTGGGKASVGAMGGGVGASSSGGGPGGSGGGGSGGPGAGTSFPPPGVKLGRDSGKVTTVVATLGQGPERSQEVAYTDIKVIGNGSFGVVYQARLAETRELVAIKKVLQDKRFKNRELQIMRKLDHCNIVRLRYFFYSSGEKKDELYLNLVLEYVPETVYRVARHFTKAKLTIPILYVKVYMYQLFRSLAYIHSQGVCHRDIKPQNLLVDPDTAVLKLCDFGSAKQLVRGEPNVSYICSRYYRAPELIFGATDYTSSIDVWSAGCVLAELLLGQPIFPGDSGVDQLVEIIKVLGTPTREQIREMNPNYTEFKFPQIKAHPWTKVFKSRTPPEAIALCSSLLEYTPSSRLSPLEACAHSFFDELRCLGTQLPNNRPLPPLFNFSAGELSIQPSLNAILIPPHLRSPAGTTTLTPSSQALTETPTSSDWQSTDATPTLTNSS
KLF5 inhibitor: inhibitors of KLF5 expression. DLD-1 KLF5 promoter-luciferase reporter, luminescence. inhibition, % at 5 µM. 290,000 compounds, 0.23% hits. AID 1700;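 active means inhibition above a per-plate limit of that plate's mean compound inhibition plus 3 SD, cut at about 60% in these data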;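 further: 0% = DMSO wells and 100% = LY294002 at 200 µM; higher means less KLF5 promoter-driven luciferase light; inactives centre near -14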
aSyn 5UTR inh: 5' untranslated region of α-synuclein, MLPCN primary screen. alpha-synuclein 5'UTR reporter, inhibitor activity. inhibition, % (tested at 7.5 µM). 300,000 compounds, 0.82% hits. AID 1813; in the data active means inhibition above about 60%;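 further: H4 neuroglioblastoma cells stably carrying SNCA 5'UTR luciferase fusion; 0% = DMSO wells and 100% = positive control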
Active calls of the source: *; & = joins results of further samples. These rows are one share of the data; count on the stated rates, not on these rows.

Screening COc1ccc(N2C(=O)CC(N3CC=C(c4ccccc4)CC3)C2=O)cc1 (stereo unspecified) returned HSP90 inh -3, GSK3beta inhib 0, AI-2 QS modul 20, PolyA inhibitor inactive, IEC-6 tox 2, HSF1 activator 3, HSF1 inhib 7, KLF5 inhibitor -5 and aSyn 5UTR inh -6.
`CCN1CCN(c2nc3c(c(=O)[nH]2)CCCC3)CC1` gave HSP90 inh 0, GSK3beta inhib 4, AI-2 QS modul 12, PolyA inhibitor inactive, IEC-6 tox 5, HSF1 activator 16, HSF1 inhib 3, GSK3A inh -1, KLF5 inhibitor 15 and aSyn 5UTR inh 22.
For CCC(=O)OC1(c2cccc(C)c2)CC(C)N(C)CC1C (stereo unspecified) the results were HSP90 inh 2, GSK3beta inhib 2, AI-2 QS modul 19, PolyA inhibitor inactive, IEC-6 tox 10, HSF1 activator -4, HSF1 inhib -3, GSK3A inh -4, KLF5 inhibitor -1 and aSyn 5UTR inh 0.
Screening N/C(=N\[N+](=O)[O-])N1CCN(C(=O)c2ccccc2)CC1 returned HSP90 inh 2, GSK3beta inhib 0, AI-2 QS modul 0, PolyA inhibitor inactive, IEC-6 tox 3, HSF1 activator -6, HSF1 inhib -16, GSK3A inh -1, KLF5 inhibitor -3 and aSyn 5UTR inh 19.
`Cc1cc(OC(C)C(=O)NCC2CCC(C(=O)O)CC2)c2c3c(c(=O)oc2c1)CCC3` (stereo unspecified) gave HSP90 inh -1, GSK3beta inhib 0, AI-2 QS modul 23, PolyA inhibitor inactive, IEC-6 tox 2, HSF1 activator 0, HSF1 inhib -6, GSK3A inh 2, KLF5 inhibitor -1 and aSyn 5UTR inh 1.
`COc1ccc(/C=C2\C(=O)NC(=S)N(C)C2=O)cc1C` gave HSP90 inh -5, GSK3beta inhib 0, AI-2 QS modul 7, PolyA inhibitor inactive, IEC-6 tox -4, HSF1 activator 5, HSF1 inhib 0, GSK3A inh -3, KLF5 inhibitor -23 and aSyn 5UTR inh 4.
Screening Cc1ccccc1NC1=NCC(C)S1 (stereo unspecified) returned HSP90 inh -1, GSK3beta inhib 2, AI-2 QS modul 41, PolyA inhibitor inactive, IEC-6 tox -3, HSF1 activator 5, HSF1 inhib -5, GSK3A inh -3, KLF5 inhibitor -20 and aSyn 5UTR inh -18.
COc1cc(C=C2C(=O)NC(=O)NC2=O)ccc1OS(=O)(=O)c1ccccc1[N+](=O)[O-] was read as HSP90 inh 1, GSK3beta inhib -7, AI-2 QS modul 11, PolyA inhibitor inactive, IEC-6 tox -7, HSF1 activator 4, HSF1 inhib 10, GSK3A inh 7, KLF5 inhibitor -57 and aSyn 5UTR inh -96.
CC(C)c1ccccc1OCC(=O)N1CCCN(C)CC1 was read as HSP90 inh 4, GSK3beta inhib 1, AI-2 QS modul -10, PolyA inhibitor inactive, IEC-6 tox 2, HSF1 activator -4, HSF1 inhib -8, GSK3A inh 2, KLF5 inhibitor 3 and aSyn 5UTR inh 6.
COc1ccc(C(C)=O)cc1Cc1c(O)[nH]c(=S)[nH]c1=O was read as HSP90 inh -5, GSK3beta inhib -2, AI-2 QS modul 11, PolyA inhibitor inactive, IEC-6 tox 1, HSF1 activator 1, HSF1 inhib -2, GSK3A inh -1, KLF5 inhibitor -23 and aSyn 5UTR inh -1.
For OC1CCCCC1N1CCC(c2ccccc2)CC1 (stereo unspecified) the results were HSP90 inh 3, GSK3beta inhib -2, AI-2 QS modul 11, PolyA inhibitor inactive, IEC-6 tox -3, HSF1 activator -30, HSF1 inhib -5, GSK3A inh -3, KLF5 inhibitor 7 and aSyn 5UTR inh -4.
Screening CN1/C(=C\C=Nc2ccccc2)C(C)(C)c2ccccc21 returned HSP90 inh -3, GSK3beta inhib 1, AI-2 QS modul 13, PolyA inhibitor inactive, IEC-6 tox -5, HSF1 activator -15, HSF1 inhib -13, GSK3A inh 4, KLF5 inhibitor -7 and aSyn 5UTR inh -38.
`O=c1c2ccccc2nc(CSc2ncnc3nc[nH]c23)n1-c1ccccc1` gave HSP90 inh -1, GSK3beta inhib -8, AI-2 QS modul 53, PolyA inhibitor inactive, IEC-6 tox 10, HSF1 activator -6, HSF1 inhib -2, GSK3A inh 4, KLF5 inhibitor 4 and aSyn 5UTR inh 20.
Screening COC(=O)C1=C(c2ccccc2)C[C@@H]2CC[C@H]1N2C(=O)N1CCC(C)CC1 returned GSK3beta inhib -1, AI-2 QS modul 7, PolyA inhibitor inactive, HSF1 activator -5, HSF1 inhib 4, GSK3A inh -2 and aSyn 5UTR inh 12.
For NC(N)=N/N=C/c1ccc(N2CCOCC2)cc1 the results were HSP90 inh -2, GSK3beta inhib 0, AI-2 QS modul 18, PolyA inhibitor inactive, IEC-6 tox 4, HSF1 activator -6, HSF1 inhib -2, GSK3A inh 0, KLF5 inhibitor 4 and aSyn 5UTR inh -21.
`COc1ccccc1OCC#CCN1CCCCCC1` gave HSP90 inh -4, GSK3beta inhib 0, AI-2 QS modul 17, PolyA inhibitor inactive, IEC-6 tox 4, HSF1 activator 16, HSF1 inhib 13, GSK3A inh -2, KLF5 inhibitor -28 and aSyn 5UTR inh -9.
`COc1ccc(-c2cc(=NCCCCCC(=O)O)c3cc(C)ccc3o2)cc1` gave HSP90 inh -2, GSK3beta inhib 0, AI-2 QS modul 23, PolyA inhibitor inactive, IEC-6 tox -2, HSF1 activator 11, HSF1 inhib 8, KLF5 inhibitor -6 and aSyn 5UTR inh -60.
Screening CCOC(=O)CC(NC(=O)C(Cc1ccc(N(CCCl)CCCl)cc1)NC(C)=O)C(=O)OCC (stereo unspecified) returned HSP90 inh -2, GSK3beta inhib 1, AI-2 QS modul 4, PolyA inhibitor inactive, IEC-6 tox -3, HSF1 activator 1, HSF1 inhib 4, GSK3A inh -1, KLF5 inhibitor -15 and aSyn 5UTR inh 38.
For CCN1CCN(C(=O)COc2ccc(S(=O)(=O)N3CCOCC3)cc2C)CC1 the results were HSP90 inh -7, GSK3beta inhib 1, AI-2 QS modul 11, PolyA inhibitor inactive, IEC-6 tox 0, HSF1 activator -5, HSF1 inhib -6, GSK3A inh -1, KLF5 inhibitor -15 and aSyn 5UTR inh 22.
`CN(C)/C=C1/C(=O)NC(=O)N(CCNc2ncc(C(F)(F)F)cc2Cl)C1=O` gave HSP90 inh -2, GSK3beta inhib 0, AI-2 QS modul 0, PolyA inhibitor inactive, IEC-6 tox 2, HSF1 activator -15, HSF1 inhib -3, GSK3A inh 2, KLF5 inhibitor -28 and aSyn 5UTR inh -20.
Screening Fc1ccc(Cn2nnnc2CN2CCC(n3nnc4cc(C(F)(F)F)ccc43)CC2)cc1 returned HSP90 inh -1, GSK3beta inhib 1, AI-2 QS modul 24, PolyA inhibitor inactive, IEC-6 tox 6, HSF1 activator 6, HSF1 inhib 3, GSK3A inh -2, KLF5 inhibitor 10 and aSyn 5UTR inh 35.
COC(=O)c1c(C)[nH]c(C(=O)C(C)[N+]23CCN(CC2)CC3)c1C (stereo unspecified) was read as HSP90 inh 2, GSK3beta inhib 3, AI-2 QS modul 20, PolyA inhibitor inactive, IEC-6 tox -1, HSF1 activator -18, HSF1 inhib 2, GSK3A inh -12, KLF5 inhibitor -10 and aSyn 5UTR inh -19.
`Cc1ccsc1/C=C1\C(=O)NC(=S)N(C)C1=O` gave HSP90 inh -4, GSK3beta inhib -1, AI-2 QS modul 44, PolyA inhibitor inactive, IEC-6 tox -6, HSF1 activator -75, HSF1 inhib -67*, GSK3A inh -1, KLF5 inhibitor -33 and aSyn 5UTR inh -4.
O=c1cccc2n1CC1CC2CN(S(=O)(=O)c2ccccc2)C1 (stereo unspecified) was read as HSP90 inh -2, GSK3beta inhib -1, AI-2 QS modul 15, PolyA inhibitor inactive, IEC-6 tox -11, HSF1 activator 10, HSF1 inhib -6, GSK3A inh -1, KLF5 inhibitor -5 and aSyn 5UTR inh 11.
`CCOC(=O)c1cn2nc(OP(=S)(OCC)OCC)cc2nc1C` gave HSP90 inh 4, GSK3beta inhib 5, AI-2 QS modul 15, IEC-6 tox -2, GSK3A inh -8 and KLF5 inhibitor -12.
For COC(=O)C(C)Oc1cc(C)cc2oc(=O)c3c(c12)CCC3 (stereo unspecified) the results were HSP90 inh 3, GSK3beta inhib -3, AI-2 QS modul 3, PolyA inhibitor inactive, IEC-6 tox 3, HSF1 activator 10, HSF1 inhib 8, KLF5 inhibitor 12 and aSyn 5UTR inh 15.
For CN(C(=O)c1ccco1)C1(c2ccccc2Cl)CCCCC1=O (stereo unspecified) the results were HSP90 inh 1, GSK3beta inhib 0, AI-2 QS modul 26, PolyA inhibitor inactive, IEC-6 tox 2, HSF1 activator 1, HSF1 inhib -4, GSK3A inh 2, KLF5 inhibitor -23 and aSyn 5UTR inh -3.
`CC1CCC[C@H](O)CCCCCc2cc(O)cc(O)c2C(=O)O1` (stereo partly specified) gave HSP90 inh 4&2, GSK3beta inhib -9, AI-2 QS modul 33, PolyA inhibitor inactive, IEC-6 tox -3&-4, HSF1 activator -2, HSF1 inhib -3, GSK3A inh 8, KLF5 inhibitor -1&-22 and aSyn 5UTR inh 15.
Screening CN1CCc2c([nH]c3ccccc23)C1 returned HSP90 inh 6, GSK3beta inhib -2, AI-2 QS modul 7, PolyA inhibitor inactive, IEC-6 tox 8, HSF1 activator 6, HSF1 inhib -1, GSK3A inh 1, KLF5 inhibitor -28 and aSyn 5UTR inh 1.
COc1cc(C)cc(CN2CC=C(c3ccccc3)CC2)c1O was read as HSP90 inh 3, GSK3beta inhib -3, AI-2 QS modul 23, PolyA inhibitor inactive, IEC-6 tox 0, HSF1 activator 17, HSF1 inhib 11, GSK3A inh 0, KLF5 inhibitor -7 and aSyn 5UTR inh 0.
`CCN(CC)CCCN=C(C)c1c(O)n(-c2ccccc2)c(=O)[nH]c1=O` gave HSP90 inh 2, GSK3beta inhib 1, AI-2 QS modul 10, PolyA inhibitor inactive, IEC-6 tox 0, HSF1 activator -7, HSF1 inhib -3, GSK3A inh 1, KLF5 inhibitor -12 and aSyn 5UTR inh 4.
`c1ccc(P(c2ccccc2)c2ccccn2)cc1` gave HSP90 inh -1, GSK3beta inhib 2, PolyA inhibitor inactive, IEC-6 tox 0, HSF1 activator 7, HSF1 inhib -9, GSK3A inh -2, KLF5 inhibitor 9 and aSyn 5UTR inh -9.
Screening CS(=O)(=O)NNP(=O)(NNS(C)(=O)=O)NC(=O)c1ccc(Br)cc1 returned HSP90 inh 3, GSK3beta inhib 1, AI-2 QS modul 6, PolyA inhibitor inactive, IEC-6 tox -5, HSF1 activator 4, HSF1 inhib 10, GSK3A inh -1, KLF5 inhibitor -2 and aSyn 5UTR inh 7.
Screening Fc1ccc2c(c1)nnn2C1CCN(Cc2nnnn2CCc2ccccc2)CC1 returned HSP90 inh 0, GSK3beta inhib -5, AI-2 QS modul 26, PolyA inhibitor inactive, IEC-6 tox 4, HSF1 activator 20, HSF1 inhib 3, GSK3A inh 2, KLF5 inhibitor -4 and aSyn 5UTR inh 21.
